Source: PubChem BioAssay
TCR activator – Activators of T cell receptors: qHTS campaign. primary human leukocytes, anti-CD3, IL-2 HTRF, 48 h. Potency, µM (highest dose often 9.22 µM), without a hit: at the highest dose activation of IL-2 secretion, actives largely listed as activators. 330,000 tested, under 10 active. AID 504894, 2011; further: % of control where 0% means no effect
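Primary human leukocytes incubated 48 hr with anti-CD3 beads plus compound, without co-stimulation. Secreted IL-2 measured by HTRF (europium cryptate/d2 anti-IL-2 pair, 320 nm excitation, 665 nm emission).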
TSHR antagonist – Antagonists of the Thyroid Stimulating Hormone Receptor: HTS campaign; AID 504810, 2011; Thyrotropin receptor (Homo sapiens), P16473; activity change, negative = inhibition, % at 11.5 µM; TSHR-expressing cells, TSH-stimulated cAMP HTRF, 2 h; stronger effect = lower value; actives 0.2% (n = 330,000);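 active means activity change below a set negative limit, meaning inhibition stronger than a set level, cut at about -70% in these data; inconclusive means activity change between two set negative limits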; further: on the % scale 0 is the no-effect control and ±100 the full control effect
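TSHR-expressing cells, 200/well, pre-treated with compound, then stimulated with EC80 TSH (4nM final) for 2 hours at 37 deg C. cAMP measured by competitive HTRF: anti-cAMP cryptate antibody in lysis buffer plus cAMP-d2, read after 30 minutes at room temperature.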
Eya2 phos inh – qHTS Assay for Inhibitors of the Phosphatase Activity of Eya2. Potency, µM (top dose mostly 76.9 µM), for inactives: at the highest dose activity, negative = inhibition, actives largely listed as inhibitors. recombinant Eya2, OMFP fluorescence dephosphorylation (OMFP is methylfluorescein phosphate). Protein phosphatase EYA2 (Homo sapiens), O00167. actives 0.006% (n = 330,000). AID 488837, 2010; further: potency means the concentration at half of the fitted maximal effect; on the % scale 0 is the no-effect control and ±100 the full control effect
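Eya2 (0.2 uM) preincubated 10 min at ambient with compound, then OMFP substrate added at 50 uM; 10 min reaction in 50 mM HEPES pH 7.5, 50 mM NaCl, 5 uM MgCl2, 0.05% BSA, 1 mM DTT. Fluorescence read at Ex 485/Em 525 nm.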
ELG1 repair inh – qHTS screen for small molecules that inhibit ELG1-dependent DNA repair in human embryonic kidney (HEK293T) cells expressing luciferase-tagged ELG1. HEK293T ELG1-luciferase reporter, luminescence, 16 h; DNA damage induced by 5-fluorouridine. Potency, µM (highest dose often 46.1 µM), for the others: at the highest dose activity change, negative = inhibition, actives largely listed as inhibitors. actives 2.3% (n = 330,000). AID 504467, 2011; further: potency means the concentration at half of the fitted maximal effect; on the % scale 0 is the no-effect control and ±100 the full control effect; nearly all actives have a fitted effect of over 55% in size
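Reporter activity after DNA damage by 5-fluorouridine is monitored. Compound-treated cells incubate 16 hr at 37 °C, then ONE-Glo is added for 30 min before luminescence reading.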
Tb PFK inh – qHTS Assay to Find Inhibitors of T. brucei phosphofructokinase. AID 485367, 2010. T. brucei PFK, ADP-Glo luminescence. actives 0.17% (n = 330,000). ATP-dependent 6-phosphofructokinase (Trypanosoma brucei brucei), O15648. Potency, µM (titrated, usually from 57.5 µM), inactives show top-dose activity, negative = inhibition, usual class: inhibitors;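 further: potency means the concentration at half of the fitted maximal effect; 0% = uninhibited 1x PFK enzyme wells and -100% = no-enzyme wells; nearly all actives have a fitted effect of over 60% in size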
Target sequence (O15648 whole entry, looked up): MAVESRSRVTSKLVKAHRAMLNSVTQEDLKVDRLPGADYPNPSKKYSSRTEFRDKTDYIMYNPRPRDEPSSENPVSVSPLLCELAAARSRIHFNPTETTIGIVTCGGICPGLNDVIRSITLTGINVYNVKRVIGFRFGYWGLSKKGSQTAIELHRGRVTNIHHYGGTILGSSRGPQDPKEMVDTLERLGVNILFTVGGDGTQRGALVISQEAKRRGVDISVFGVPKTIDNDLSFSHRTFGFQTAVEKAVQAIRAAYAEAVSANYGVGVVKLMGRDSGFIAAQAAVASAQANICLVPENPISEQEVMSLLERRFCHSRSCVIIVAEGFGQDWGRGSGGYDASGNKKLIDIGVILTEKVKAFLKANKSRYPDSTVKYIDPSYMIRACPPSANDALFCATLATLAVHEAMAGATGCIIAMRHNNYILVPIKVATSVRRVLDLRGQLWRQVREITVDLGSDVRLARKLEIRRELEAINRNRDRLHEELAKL
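In TEA buffer at pH 8.0 with 5 mM MgCl2, enzyme (1.25 nM) converted F6P (0.5 mM) and ATP (0.1 mM) for 45 min at room temperature. ADP product was read by luciferase luminescence.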
BCR signal inh – qHTS Assay to Find Inhibitors of Chronic Active B-Cell Receptor Signaling; actives 0.05% (n = 340,000); ABC-DLBCL IkBa-CBG/CBR reporter, luminescence ratio, 4 h; Potency, µM (titrated, usually from 46.1 µM), without a hit: at the top dose ratio change, negative = lower green/red ratio, most hits filed as inhibitors; active means well fitted inhibition curve with a large enough effect in the signal ratio, with a control signal flat, not every such curve was filed as active; inconclusive means small, poorly fitted or top-dose-only effect, or effect the other way, or a change in a side signal; the % refers to the signal ratio;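 further: potency means the concentration at half of the fitted maximal effect; plate controls were basal doxycycline-induced cells for no effect and cells given 10 µM MG132 for full effect; MG132 reads +100%, hits lower the ratio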
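TMD8 ABC-DLBCL cells carrying doxycycline-inducible green luciferase fused to IkappaBalpha plus unfused red luciferase were exposed to compounds (up to 46 uM) for 4 hrs at 37C. Activity came from the overlap-corrected green/red luminescence ratio.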
TSG101-PTAP inh – qHTS Assay for Iinhibitors of HIV-1 Budding by Blocking the Interaction of PTAP/TSG101; Potency, µM (doses to about 115 µM), without a hit: at the highest dose activity change, negative = inhibition, most hits filed as inhibitors; Fluorescence polarization, FITC-PTAP peptide / Tsg101 binding; 340,000 tested, under 10 active; AID 493005, 2010; Tumor susceptibility gene 101 protein (Homo sapiens), Q99816; active means well fitted inhibition curve with a large enough effect in the main read-out, with a control signal flat, not every such curve was filed as active; inconclusive means small, poorly fitted or top-dose-only effect, or effect the other way, or a change in a side signal; inactive means no such curve, though single readings can be large or run the other way; further: potency means the concentration at half of the fitted maximal effect; % of control where 0% means no effect
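Fluorescence polarization binding of Tsg101 binding domain (10 uM final) to FITC-labeled PTAP peptide (50 nM final) in HEPES pH 7.5 buffer with NaCl, Tween 20, EDTA, TCEP. Compounds added before peptide; binding 20 min at RT.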
Mito fusion act – qHTS Assay for Small Molecule Inhibitors of Mitochondrial Division or Activators of Mitochondrial Fusion | actives 0.23% (n = 320,000) | Potency, µM (top dose mostly 46.1 µM), for the others: at the highest dose growth rescue (activation), actives largely listed as activators | S. cerevisiae fusion-defective mutant growth rescue, CellTiterGlo 48 h;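 further: potency means the concentration at half of the fitted maximal effect; % of control where 0% means no effect; nearly all actives have a fitted effect of over 45% in size; temperature-sensitive fusion mutants such as fzo1-1 at 37 °C on non-fermentable ethanol glycerol medium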
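Compounds are tested for their ability to restore growth of mitochondrial fusion-defective yeast strains at non-permissive 37C in YPEG medium over 48 hours. Viability is quantified by luciferase luminescence.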
a7 integrin act – qHTS for Activators of Integrin-Mediated Alleviation for Muscular Dystrophy | alpha7betagal myoblasts, beta-gal FDG fluorescence, 48 h | Potency, µM (highest dose often 38.3 µM), for inactives: top-dose activation, actives largely listed as activators | actives 0.064% (n = 350,000) | AID 624291, 2012;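 further: potency means the concentration at half of the fitted maximal effect; 100% = response of the positive control SU9516; nearly all actives have a fitted effect of over 60% in size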
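Alpha7betagal+/- myoblasts (passage 13) were plated 16-24 hr, then exposed to compounds (1:260 dilution of DMSO stock) for 48 hours at 37C. After MPER lysis, β-galactosidase reporter activity was read as FDG fluorescence (ex 480/em 540) after 30 minutes.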
ASM inhibitor – Inhibitors of Secretory Acid Sphingomyelinase (S-ASM): qHTS; placental ASM, HMU-PC fluorogenic substrate, 60 min; Potency, µM (doses to about 57.5 µM), for the others: top-dose activity change, negative = inhibition, hits mostly inhibitors; actives 0.006% (n = 340,000); further: potency means the concentration at half of the fitted maximal effect
Target sequence (P17405 47-631 limits assumed): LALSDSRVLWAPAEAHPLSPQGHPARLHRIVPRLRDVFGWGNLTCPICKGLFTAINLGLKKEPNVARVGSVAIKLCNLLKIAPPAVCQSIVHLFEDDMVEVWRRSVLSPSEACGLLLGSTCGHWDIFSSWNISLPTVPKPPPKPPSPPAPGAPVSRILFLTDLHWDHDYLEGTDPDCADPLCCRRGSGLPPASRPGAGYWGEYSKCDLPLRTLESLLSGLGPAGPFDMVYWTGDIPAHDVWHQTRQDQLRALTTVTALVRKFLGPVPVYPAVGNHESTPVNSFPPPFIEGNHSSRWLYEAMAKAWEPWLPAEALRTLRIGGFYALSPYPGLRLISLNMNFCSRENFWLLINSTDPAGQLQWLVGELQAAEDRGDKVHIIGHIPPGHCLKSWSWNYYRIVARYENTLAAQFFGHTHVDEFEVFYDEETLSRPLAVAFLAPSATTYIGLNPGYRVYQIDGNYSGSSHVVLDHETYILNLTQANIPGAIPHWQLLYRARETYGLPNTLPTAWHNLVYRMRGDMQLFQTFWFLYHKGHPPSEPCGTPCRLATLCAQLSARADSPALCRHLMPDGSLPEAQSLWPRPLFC
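qHTS format. ASM enzyme prepared from human placenta hydrolyses the fluorogenic substrate HMU-PC0 (9 uM final) over 60 min at 37 °C after a 10 min compound preincubation.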
AT treatment – qHTS Assay for Identifying a Potential Treatment of Ataxia-Telangiectasia; Potency, µM (top dose mostly 57.5 µM), inactives show top-dose activation, actives largely listed as activators; AID 485349, 2010; actives 0.19% (n = 320,000); […] A-T fibroblasts, KAP-1 phosphorylation AlphaLISA; neocarzinostatin DNA damage 30 min before lysis; further: potency means the concentration at half of the fitted maximal effect; % of control where 0% means no effect; nearly all actives have a fitted effect of over 45% in size
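hTERT-immortalized A-T patient fibroblasts ([…]), 500 cells/well in OPTI-MEM, 1% FBS, got compounds for 60 min, then NCS for 30 min at 37C. Lysates were then assayed for phospho-KAP-1 by AlphaLISA (anti-pKAP1 donor, anti-KAP1 acceptor beads), 6 hr at 25C.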
Active calls of the source: *; ? = inconclusive; · = not tested or not shown; [ ] = dose if it differs, or a comment. Unless noted, the call rests on the fitted dose curve; in most records, active means well fitted curve in the direction sought with a large enough effect; inconclusive means small, poorly fitted or top-dose-only effect, or another doubt; inactive means no such curve, though single readings can be large; an effect the other way counts as inactive or inconclusive.

SMILES	TCR activator	TSHR antagonist	Eya2 phos inh	ELG1 repair inh	Tb PFK inh	BCR signal inh	TSG101-PTAP inh	Mito fusion act	a7 integrin act	ASM inhibitor	AT treatment
Cc1ccc(OCCCC(=O)Nc2ccc(N3CCOCC3)cc2)c(C)c1	-5.6%	-3.8	18.2%	0.9%	-2.1%	7.1%	-1.0%	-2.7%	-1.3%	-1.1%	12.9%
CC1=C(C)CC(C(=O)NCc2ccccc2F)C(C(=O)O)C1 (stereo not given)	·	-10.3	-4.0%	-10.1%	1.8%	5.4%	·	2.6%	·	·	-6.6%
CSC(C(=O)c1cc2ccccc2o1)c1ccccc1 (stereo not given)	-2.0%	-3.9	-6.3%	?	0.0%	5.5%	0.5%	-0.8%	27.7%	-1.6%	16.1%
Cc1cccc(OCC(=O)Nc2ccc3oc(=O)ccc3c2)c1	2.1%	-6.4	-8.8%	1.1%	-2.1%	-1.5%	0.3%	-55.4%[inhibitor]	10.1%	3.4%	4.5%
CCCOc1ccc(C(F)(F)F)cc1NC(=O)C1CC(=O)N(Cc2ccco2)C1 (stereo not given)	5.8%	-4.9	-4.9%	-7.3%	-5.7%	-2.5%	-1.2%	-6.9%	4.3%	-2.9%	8.5%
O=C(NCc1ccc(F)cc1Cl)C1CCN(S(=O)(=O)N2CCCCC2)CC1	-2.2%	-16.5	-3.9%	14.2%	-1.9%	-1.3%	0.0%	-1.2%	?	2.4%	13.4%
CC(=O)Nc1sc(N/N=C\c2cccc(Cl)c2)nc1-c1cccs1	-2.9%[46.1 µM]	-0.4	-1.3%	?	-5.8%	?	2.4%	-1.4%	0.4%	12.6%	3.3%
CCCCN(C)Cc1c(C)[nH]c2ccccc2c1=O	3.0%	-5.5	4.9%	5.8%	-1.9%	-13.8%	-6.2%	5.5%	4.2%	-3.3%	0.6%
CN1CC(=O)Nc2ccc(F)cc2C1=O	-1.6%	·	·	·	·	·	-11.8%	-3.2%	29.7%	1.4%	·
Cc1cccn2c(CNCC3OCCc4ccccc43)c(C(=O)N3CCCCC3)nc12 (stereo not given)	-2.0%	6.2	5.8%	-12.6%	-2.0%	3.6%	-5.4%	-0.6%	13.4%	-1.9%	7.8%
Cc1ccc(Cn2nnc3c(=O)[nH]c(C4CCCN(C(=O)c5ccco5)C4)nc32)cc1 (stereo not given)	-5.3%	9.3	8.5%	-15.8%	0.6%	11.7%	-3.7%	-4.5%	?	0.1%	-3.9%
O=C(NCCCN1CCOCC1)c1ccc(CS(=O)(=O)c2c(Cl)cccc2Cl)o1	2.2%	3.6	0.3%	-0.8%	-0.1%	-2.3%	0.5%	-1.0%	1.6%	2.6%	2.7%
CC(C)(C)c1ccccc1OCC(=O)NCCCn1ccnc1	-6.2%	-0.9	-9.3%	4.1%	0.0%	1.2%	-3.8%	4.9%	-23.3%	0.3%	-0.5%
Nc1c2c(nc3sc4c(c13)CCCC4)CCCCCC2	1.1%[46.1 µM]	5.7	-2.3%	?	0.3%	2.4%	-2.0%	-5.7%	-9.0%	2.7%	-7.4%
COc1ccc(-c2nnc(SCc3ccc(C(=O)O)cc3)o2)cc1OC	·	-11.8	-9.7%	?	2.8%	-8.2%	-1.7%	0.1%	0.0%	-2.3%	13.6%
CC(=O)c1ccccc1OCCOCCOCCOc1ccccc1C(C)=O	1.3%	5.8	0.8%	6.2%	0.1%	13.0%	0.6%	4.8%	-10.3%	0.4%	0.7%
COc1ccc(S(=O)(=O)NCC(c2ccc3c(c2)OCO3)N2CCOCC2)cc1C (stereo not given)	0.6%	19.5	5.4%	27.5%	-17.1%	-9.9%	1.3%	-4.8%	0.0%	-0.4%	1.6%
CCN(c1ccccc1)S(=O)(=O)c1ccc(OC)c(NC(=O)c2cc(Cl)ccn2)c1	3.8%	5.3	7.2%	5.0%	-1.3%	0.7%	-2.0%	-1.0%	2.0%	1.5%	3.4%
Cn1ccnc1SCC(=O)Nc1ccc2c(c1)OC(F)(F)O2	·	-0.8	-10.0%	0.0%	2.2%	7.6%	·	-2.9%	·	·	11.6%
COc1ccccc1NC(=O)CSc1nnc(CNC(=O)c2ccco2)o1	0.8%	·	·	·	·	·	-4.5%	-1.7%	-11.8%	3.8%	·
COC(C(=O)Nc1ccc(S(=O)(=O)Nc2c(C)cccc2C)cc1)c1ccccc1 (stereo not given)	2.8%[46.1 µM]	25.2	-3.0%	-10.3%	-2.4%	?	-0.7%	-4.0%	4.5%	-0.9%	-1.3%
COCCn1c(C)cc(C(=O)CSc2ncnc3sc4c(c23)CCC4)c1C	4.4%	-14.1	-2.2%	-10.1%	-11.2%	-5.4%	-9.6%	-0.6%	0.0%	-0.3%	2.5%
CCCC(=O)Oc1ccc(C2NC(=O)c3ccccc3O2)cc1OC (stereo not given)	6.7%	-12.7	6.4%	15.5%	-1.1%	-0.1%	-11.6%	2.9%	?	1.1%	-5.3%
O=C(C1CCC1)N1CCN(c2ccnc3cc(Cl)ccc23)CC1	7.6%	-1.0	-5.0%	8.2%	?	-1.7%	-3.7%	0.4%	0.0%	0.3%	13.5%
CCCCC(=O)NC(Nc1sc2c(c1C(N)=O)CCCC2)(C(=O)OCC)C(F)(F)F (stereo not given)	2.1%[46.1 µM]	5.6	2.5%	-5.4%	8.0%	-1.5%	0.3%	-12.6%	-14.9%	8.4%	-1.2%
Cc1cc(C)nc(SCc2ccc(C(=O)NNC(=O)Nc3cccc(Cl)c3)cc2)n1	6.3%[46.1 µM]	-4.6	-1.2%	-22.1%	-5.8%	?	-1.3%	3.3%	-57.1%[inhibitor]	-2.8%	-1.4%
c1cnc(SCCCOc2ccc3ccccc3c2)nc1	-0.2%	-4.6	5.7%	?	-1.1%	?	-0.1%	6.6%	-17.6%	11.8%	14.0%
Cc1sc(NC(=O)c2ccco2)c(C(c2cccnc2)N2CCN(c3ccc(F)cc3)CC2)c1C (stereo not given)	-4.9%	-14.5	-10.3%	-16.0%	-3.1%	9.5%	-9.1%	-33.5%[inhibitor]	-11.9%	4.3%	2.0%
COc1ccc(C(=O)NNC(=S)NC(=O)c2ccccc2)cc1	-4.7%	37.4	5.8%	-9.8%	1.0%	?	-5.6%	-12.1%	-16.2%	-1.7%	-7.3%
CSCC[C@H](N)C(=O)N1CCC(C(=O)N[C@H](C)C(=O)Nc2ccc(C(C)C)cc2)CC1	-0.4%	16.9	10.8%	?	4.9%	1.2%	-5.4%	-14.9%	-14.4%	0.3%	-1.1%
Cn1c2ccc(CC(=O)O)cc2c2cc(CC(=O)O)ccc21	0.0%	-35.2	19.6%	7.8%	3.4%	5.4%	-3.6%	-15.4%	-0.2%	7.7%	-1.2%
CSc1nc(Oc2ccc3ccccc3c2)c2sccc2n1	9.8%	-15.2	-13.3%	-12.1%	-3.0%	-16.6%	-7.5%	10.4%	-32.4%[inhibitor]	-21.8%	13.5%
CC(C)CCNc1nc(N)c([N+](=O)[O-])c(NCC2CCCO2)n1 (stereo not given)	1.1%[46.1 µM]	2.4	-12.9%	?	-2.3%	?	0.6%	23.5%	-23.6%	·	3.9%
CC(C)C(=O)c1cc2c(cc1NC(=O)c1ccccc1)OCCO2	3.6%	-8.0	-11.3%	0.3%	-0.9%	-0.3%	-3.7%	1.7%	-11.4%	15.0%	4.6%
